# MITF primary – inhibitors of human MITF | O75030 | AlphaScreen MITF homodimerization, bead proximity signal | inhibition, % at 2.6 µM | hit rate 0.91% among 650,000; in the data active = inhibition above about 50%;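 also: 0% = vehicle wells with protein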
# FBW7 activator – activators of human E3 ligase FBW7; Q969H0; AlphaScreen FBW7–phospho-cyclin E peptide binding, activator screen; normalized activity (activation), % at 26.1 µM; hit rate 0.13% among 650,000; in the data active = normalized activity above about 1.9%;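 also: purified mutant Fbw7 with reduced substrate affinity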
# Target sequence (Q969H0 whole entry, looked up): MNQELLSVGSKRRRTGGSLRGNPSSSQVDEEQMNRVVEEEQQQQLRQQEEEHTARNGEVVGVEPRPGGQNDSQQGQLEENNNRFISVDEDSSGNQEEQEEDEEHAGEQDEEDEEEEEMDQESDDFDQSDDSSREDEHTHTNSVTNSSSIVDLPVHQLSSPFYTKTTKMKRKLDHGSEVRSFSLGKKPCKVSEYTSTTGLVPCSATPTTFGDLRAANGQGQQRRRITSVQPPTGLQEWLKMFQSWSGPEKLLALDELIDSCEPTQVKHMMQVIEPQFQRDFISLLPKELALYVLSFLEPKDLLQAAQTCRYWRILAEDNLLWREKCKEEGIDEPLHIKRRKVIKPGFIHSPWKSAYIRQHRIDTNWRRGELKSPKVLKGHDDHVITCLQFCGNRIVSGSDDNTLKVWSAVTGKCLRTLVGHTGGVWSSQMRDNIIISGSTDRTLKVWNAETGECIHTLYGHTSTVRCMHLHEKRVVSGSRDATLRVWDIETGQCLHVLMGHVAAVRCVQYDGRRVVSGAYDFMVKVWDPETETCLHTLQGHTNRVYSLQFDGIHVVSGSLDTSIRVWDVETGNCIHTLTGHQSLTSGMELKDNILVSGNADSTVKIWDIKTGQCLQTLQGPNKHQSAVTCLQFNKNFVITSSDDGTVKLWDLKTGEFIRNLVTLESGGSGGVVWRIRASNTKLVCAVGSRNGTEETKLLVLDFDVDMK
# TEAD-YAP inh – TEAD-YAP interaction inhibition; HEK-TIYL cells, TEAD-Gal4/YAP UAS-luciferase luminescence; inhibition, % at 9.12 µM; hit rate 1.4% among 640,000; AID 1259422; in the data active = inhibition above about 32%;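 also: 0% = median of test compound wells and 100% = reference inhibitor wells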
# GPR151 activ – activates the human receptor GPR151; PathHunter beta-arrestin GPR151 cells, luminescence; hit rate 1% among 650,000; Q8TDV0; AID 1508602; activation, % at 11.2 µM; in the data active = activation above about 4.9%;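 also: 0% = median of compound wells and 100% = cells with positive control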
# Target sequence (Q8TDV0 whole entry, looked up): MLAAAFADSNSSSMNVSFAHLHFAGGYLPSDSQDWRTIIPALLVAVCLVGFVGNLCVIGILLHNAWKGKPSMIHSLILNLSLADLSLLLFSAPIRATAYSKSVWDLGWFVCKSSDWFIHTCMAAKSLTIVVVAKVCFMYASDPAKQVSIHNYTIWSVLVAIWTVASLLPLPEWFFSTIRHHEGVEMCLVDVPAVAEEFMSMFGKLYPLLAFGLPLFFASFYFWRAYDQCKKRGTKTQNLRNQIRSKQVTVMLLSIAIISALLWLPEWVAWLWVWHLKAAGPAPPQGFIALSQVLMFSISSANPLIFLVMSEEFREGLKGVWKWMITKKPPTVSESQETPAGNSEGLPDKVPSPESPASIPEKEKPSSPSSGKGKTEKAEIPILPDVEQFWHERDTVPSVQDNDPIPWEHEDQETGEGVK
# An asterisk follows results filed as active; . = not tested or not shown; & = joins results of further samples.
SMILES,MITF primary,FBW7 activator,TEAD-YAP inh,GPR151 activ
COc1cccc(NC(=O)C2C3C=CC4(O3)C2C(=O)N(CCN(C)Cc2ccccc2)C4C(=O)NC2CCCCC2)c1 (stereo unspecified),-3,-0.2,-6,0.1
Nc1cccc(-c2nc(Nc3ccc(N4CCOCC4)cc3)c3ncn(-c4ccccc4)c3n2)c1,11,0.2,12,-2.1
O=C(CSc1nccc(=O)[nH]1)N1CCN(c2ccccc2)CC1,23,0.2,-7,-1.0
COc1cc([N+](=O)[O-])ccc1NC(=O)Nc1ccc2c(c1)OCCO2,3,0.1,3,2.0
CCN(CC)S(=O)(=O)c1ccc(NCCO)c(N)c1,0,0.1,-9,1.2
O=C(CSc1ncn[nH]1)NC(=O)NCc1ccccc1,0,0.1,6,0.5
COc1ccc(OC)c2c1CC(C)(C)NC2=O,14,0.0,1,-0.7
CCOc1ccc(NC(=O)c2c(O)c3cccc4c3n(c2=O)CCC4)cc1,0,0.0,-10,-0.3
Cc1cc(C(=O)COC(=O)c2ccc3c(c2)OCCO3)c(C)n1-c1ccc2c(c1)OCO2,-16,-0.1,-4,4.6
Cc1cccc(N2CCN(C(=O)c3cccc(N4C(=O)C5CC=CCC5C4=O)c3)CC2C)c1 (stereo unspecified),-4,-0.1,-5,0.4
COc1ccc(C2C(C(=O)Nc3cc(C)ccc3OC)c3ccccc3C(=O)N2C)cc1 (stereo unspecified),2,-0.2,3,0.7
Cc1cccc(NC(=O)/C(C#N)=C\c2cccc(O)c2)c1,-18,-0.1,-5,-0.6
CCC[C@@H]1C[C@@H](C(=O)N[C@H]([C@H]2O[C@H](SC)[C@H](O)[C@@H](O)[C@H]2O)[C@H](C)O)N(C)C1,-9,0.0,-4,1.0
CC(C)CC(=O)Nc1nn2c(COc3ccccc3)nnc2s1,-2,-0.1,-3,0.3
O=C(CCc1ccccc1)N1CCc2ccccc21,-3,-0.1,-41,0.5
O=C(NNC(=S)Nc1ccc(Cl)cc1Cl)c1ccncc1,-11,-0.1,-15,-0.2
CN(C)c1ccc(N/C=C/C(=O)c2ccco2)cc1,10,-0.5,-30,0.9
CCCNC(=O)CC1Oc2ccccc2NC1=O (stereo unspecified),-3,0.1,-15,0.6
Cc1ccc(NC(=O)c2cc3cc(Br)ccc3oc2=O)cc1,-2,-0.1,-7,1.7
Cc1c(NC(=O)/C=C/c2ccc(F)cc2)cccc1[N+](=O)[O-],16,-0.2,-29,0.6
O=[N+]([O-])c1cc(S(=O)(=O)N2CCOCC2)ccc1N1CCNCC1,1,-0.1,-4,1.5
COc1ccc(NC(=O)[C@H]2C=CCN2C(=O)C2CC2)cc1,-6,0.0,-15,-1.1
CC(=O)N/C(=N\c1nc(C)cc(C)n1)Nc1ccc(Cl)c(Cl)c1,21&-11,0.9&-0.1,-12&-1,-0.5&1.8
O=C(c1ccc(S(=O)(=O)c2ccccc2)cc1)N1CCC(Cc2ccccc2)CC1,11,-0.1,-2,1.0
O=S(=O)(N/N=C/c1cccc(Cl)c1)c1ccc(Cl)cc1,15,0.0,-9,5.2*
CCCCOc1ccc(OC(=O)c2cccc(C(=O)OCC)n2)cc1,-11,0.1,-20,-0.8
COCCNc1nc(-c2ccc([N+](=O)[O-])cc2)nc2ccccc12,12,0.0,9,0.4
CCCNc1nc(N2CCCC2CO)nc2c1ncn2-c1ccccc1 (stereo unspecified),8,0.0,37*,1.8
COCCNc1ccc(-c2n[nH]c(=O)c3ccccc23)cc1[N+](=O)[O-],1,0.0,2,1.4
COc1cc(-c2cc(NC(=NCc3ccco3)SC)n[nH]2)cc(OC)c1OC,12,0.7,-3,-0.3
CC(CCc1ccccc1)NC(=O)CSc1nc(N)cc(=O)[nH]1 (stereo unspecified),9,0.3,-6,-0.7
Cc1ccc(S(=O)(=O)NC(C)C(=O)Nc2ccccc2C(F)(F)F)cc1 (stereo unspecified),11,0.2,2,1.2
COC(=O)c1ccc(NS(=O)(=O)c2ccc(Cl)c(C(=O)O)c2)cc1,11,0.2,4,0.7
O=C(NNC1CC(=O)N(c2ccc(Cl)cc2)C1=O)c1cccc([N+](=O)[O-])c1 (stereo unspecified),4,0.0,-1,3.2
CCN1CCN(c2ncnc3c2cnn3-c2ccccc2)CC1,21,0.6,-51,-0.5
CCN1C(=O)[C@H]2[C@H]3[C@H](O)[C@H](O)C/C(=N\OCC[C@@H]4C=C[C@H](OC(C)=O)[C@@H](COC(C)=O)O4)[C@@H]3CC[C@H]2C1=O,2,-0.2,.,-0.8
CC1(C)C2CCC1(CS(=O)(=O)NC1CCCCCCC1)C(=O)C2 (stereo unspecified),12,0.0,-1,0.0
O=C(Cc1c(C(=O)O)[nH]c2ccccc12)Nc1ccc(F)c(Cl)c1,7,0.3,-5,-0.4
CCOC(=O)c1ccc(-n2c(C)cc(/C=C3/SC(=Nc4ccc(C)cc4)NC3=O)c2C)cc1,18,0.1,4,-0.2
Cc1nc(SCC(=O)c2ccc([N+](=O)[O-])cc2)c(C#N)c(C)c1C,3,0.0,-2,1.0
OC(CN1CCc2nc3ccncc3cc2C1)c1ccc(F)cc1 (stereo unspecified),-5,-0.5,4,1.8
O=C(NCCCN1CCCC1=O)c1ccc2nc(Nc3ccccn3)sc2c1,-4,0.0,-3,-0.5
CC1=NN(c2ccc(C)c(C)c2)C(=O)/C1=C\c1ccc(N(C)C)c([N+](=O)[O-])c1,-4,-0.1,-8,0.9
CCn1nc(C)c(CNC(=O)CCc2nnc(-c3ccc(C(C)=O)s3)o2)c1C,-8,-0.1,-5,2.7
CCCCNC(=O)c1ccc2c(=O)n(CCCOCC)c(=S)[nH]c2c1,4,0.2,16,2.0
Cc1cc(C)c2c(n1)sc1c(=O)n(CC(=O)Nc3cccc4ccccc34)cnc12,0,0.1,-3,2.0
CC(C)NC(=O)[C@@H]1C[C@@H](NC2CCN(Cc3ccccc3)CC2)CN1C(C)C,-16,-0.1,1,-0.7
Cc1ccc(N2CCCS2(=O)=O)cc1NC(=O)CCc1ccccc1,-11,-0.4,3,0.9
O=C(Cc1ccccc1)Nc1cnn(-c2cccc(C(=O)Nc3ccc(-c4cnc[nH]4)cc3)c2)c1,-1,0.1,-3,1.8
CCOC(=O)C1=C(C)N=c2s/c(=C\c3cccc(OCc4ccccc4)c3)c(=O)n2C1c1ccc2c(c1)OCO2 (stereo unspecified),10,0.2,0,-1.1
CCCc1nc(N)c(C#N)c(-c2ccc(Cl)cc2)c1CC,-6,-0.1,3,-0.6
O=S(=O)(Nc1ccc(I)cc1)c1ccc(Cl)cc1,-2,0.2,-4,0.6
Cc1cc(C)cc(N(C(=O)c2csnn2)C(C(=O)NC2CCCC2)c2cccnc2)c1 (stereo unspecified),-1,0.1,-2,0.7
Cc1cc(C(F)(F)F)nc(CCNCc2c(C(=O)N3CCCC3)nc3ccccn23)n1,-7,0.1,0,-1.0
CC(=O)Oc1ccc2c(c1)c(C(C)=O)c(C)n2-c1ccccc1,4,0.0,10,0.4
Cc1c(C(=O)OCC(=O)NC(C)C)cccc1[N+](=O)[O-],-3,-0.1,-4,0.0
Cn1ncc2c(=O)n(CC(=O)c3ccc(F)cc3)cnc21,-3,0.5,15,-1.4
OCCNc1nc(Nc2ccc(Cl)cc2)nc(N2CCOCC2)n1,-9,-0.2,-18,-0.9
CC1CN(CCC(=O)N(C)CC(O)c2ccccc2)Cc2cc(Cl)ccc2O1 (stereo unspecified),10,-0.1,15,-0.1
CCCCC(c1nnnn1CS(=O)(=O)c1ccc(C)cc1)N1CCN(C)CC1 (stereo unspecified),-2,-0.1,7,-1.3

# The closing 6 entries of the section above open the next one.
SMILES,MITF primary,FBW7 activator,TEAD-YAP inh,GPR151 activ
CC(=O)Oc1ccc2c(c1)c(C(C)=O)c(C)n2-c1ccccc1,4,0.0,10,0.4
Cc1c(C(=O)OCC(=O)NC(C)C)cccc1[N+](=O)[O-],-3,-0.1,-4,0.0
Cn1ncc2c(=O)n(CC(=O)c3ccc(F)cc3)cnc21,-3,0.5,15,-1.4
OCCNc1nc(Nc2ccc(Cl)cc2)nc(N2CCOCC2)n1,-9,-0.2,-18,-0.9
CC1CN(CCC(=O)N(C)CC(O)c2ccccc2)Cc2cc(Cl)ccc2O1 (stereo unspecified),10,-0.1,15,-0.1
CCCCC(c1nnnn1CS(=O)(=O)c1ccc(C)cc1)N1CCN(C)CC1 (stereo unspecified),-2,-0.1,7,-1.3
COc1ccc(/C=C(/C#N)c2nc3c(s2)CC(C)CC3)cc1 (stereo unspecified),7,0.1,-12,1.5
COc1nc(Nc2ccccc2)nc(-c2c(C)noc2C)n1,9,0.0,5,5.1*
Nc1nccc(-c2ccc(-c3n[nH]c(C4COc5ccccc5O4)n3)cc2)n1 (stereo unspecified),3,-0.1,-34,1.4
CCCOc1ccc(/C=C2/C(=O)N(c3ccc(C(=O)O)cc3)N=C2C)cc1OCC,1,0.0,2,0.0
Clc1ccc(C(=C2CN3CCC2CC3)c2ccc(Cl)s2)s1,14,0.6,-2,1.8
COc1ccc(N=C(C)C2=C(O)c3ccccc3C2=O)c(OC)c1,-6,-0.3,-17,2.0
Nn1c(SCC(=O)NC2CCCCCC2)nnc1C(F)(F)F,-6,-0.1,16,1.6
COc1ccc(-c2cn3c4ccccc4nc3n2CCN2CCCCC2)cc1,-5,0.1,-9,-0.1
Cc1ccc(Cc2cnc(NC(=O)C3COc4ccccc4O3)s2)cc1 (stereo unspecified),5,0.0,2,-0.2
OCCN(CCO)c1ncnc2sc3c(c12)CCC3,-3,0.1,1,-0.9
CCOc1ccc(C2c3c(-c4ccccc4O)n[nH]c3C(=O)N2CCCOC)cc1OC (stereo unspecified),4,-0.1,2,-0.7
Nc1ccc(-c2ccccc2C(=O)O)cc1,-14,0.9,-1,-0.1
CCC(=O)NC(NC(=S)Nc1ccccc1OC)C(Cl)(Cl)Cl (stereo unspecified),10,0.1,4,-0.5
CCOC(=O)c1sc2nc(SCc3cc(F)ccc3F)n(CCCN3CCCC3=O)c(=O)c2c1C,14,0.1,14,0.4
CN(C)CCOC(=O)/C(=C\c1ccccc1)NC(=O)c1ccccc1,-4,0.1,0,0.1
CCn1c(SC(C)C(C)=O)nc2c1c(=O)n(C)c(=O)n2C (stereo unspecified),1,-0.1,0,0.6
CCOc1ccccc1CN1CCNC(=O)C1CC(=O)N(C)Cc1cnccn1 (stereo unspecified),-2,0.0,0,1.6
O=C(COc1nsnc1N1CCOCC1)N1CCOCC1,-17,-0.1,-7,-0.5
O=S(=O)(c1cccs1)N1CC2CCCN2c2cc(C(F)(F)F)ccc21 (stereo unspecified),-5,-0.2,-1,4.2
COC(=O)c1ccc(OC(=O)c2ccncc2)cc1OC(=O)c1ccncc1,12,0.2,-3,-1.6
CC(C)(C)c1ccc(OCC(=O)O/N=C(\N)c2cccc([N+](=O)[O-])c2)cc1,1,0.1,0,2.8
O=C(Cc1ccccc1Cl)N1CCn2c(CO)nnc2C1,9,0.0,1,-0.9
O=S(=O)(NCc1ccco1)c1ccc(-n2cccn2)cc1,1,-0.1,-8,0.3
CCOC(=O)c1ccc(NC(=O)CN2N=C(c3ccc(OC)cc3)CCC2=O)cc1,15,0.0,1,0.0
CC1=C(C#N)C(C(F)(F)F)(C(F)(F)F)N=C(Cc2ccccc2)N1,4,0.3,14,2.2
CCC(C)n1c(=O)c2ccccc2n(Cc2nc(-c3ccc(Cl)cc3)no2)c1=O (stereo unspecified),-1,0.1,-2,4.8
CCc1ccc(OC(=O)NC(=O)CCBr)cc1,-3,0.2,6,-1.8
CCN(CC)C(=O)CSc1ccc(C(=O)NCc2ccco2)cc1[N+](=O)[O-],4,0.0,-5,-0.5
COCc1nc2ccccc2n1CCc1noc(/C=C/c2ccccc2)n1,2,-0.2,-3,0.5
CC1=NN(c2ccccc2)C(=O)/C1=C\c1sccc1C,25,0.4,-12,-1.6

# Structures shown so far with a CF3 group:
SMILES,MITF primary,FBW7 activator,TEAD-YAP inh,GPR151 activ
Cc1ccc(S(=O)(=O)NC(C)C(=O)Nc2ccccc2C(F)(F)F)cc1 (stereo unspecified),11,0.2,2,1.2
Cc1cc(C(F)(F)F)nc(CCNCc2c(C(=O)N3CCCC3)nc3ccccn23)n1,-7,0.1,0,-1.0
Nn1c(SCC(=O)NC2CCCCCC2)nnc1C(F)(F)F,-6,-0.1,16,1.6
O=S(=O)(c1cccs1)N1CC2CCCN2c2cc(C(F)(F)F)ccc21 (stereo unspecified),-5,-0.2,-1,4.2
CC1=C(C#N)C(C(F)(F)F)(C(F)(F)F)N=C(Cc2ccccc2)N1,4,0.3,14,2.2

# Other compounds.
SMILES,MITF primary,FBW7 activator,TEAD-YAP inh,GPR151 activ
CCC(Sc1nc(C)cc(C)n1)C(=O)Nc1cc(C)on1 (stereo unspecified),14,0.1,14,3.2
Cc1cccc(C(=O)Nc2ccc(F)c(F)c2)c1[N+](=O)[O-],17,1.0,5,-0.5
N/C(=N\OC(=O)CCC1CCCC1)c1ccccn1,5,-0.2,-37,0.7
CCOC(=O)c1c(NC(=O)C(C(F)(F)F)C(F)(F)F)sc(C(=O)N2CCCCC2)c1C,-2,-0.1,-1,-0.9
Cc1nnc(SCc2cc(=O)oc3c(C)c(C)ccc23)s1,3,0.0,-22,0.6
c1ccc(CNc2ncnc3nc(N4CCOCC4)[nH]c23)cc1,19,0.1,-3,-1.1
OC[C@@H]1CCCN1c1ccnc2c(-c3cccc(O)c3)cnn12,-9,-0.5,100*,-0.6
Cc1ccc(C(=O)n2nc(-c3ccco3)nc2N)cc1,16,0.3,3,-0.1
CC1=C(C(=O)OCC2CCCO2)C(c2cccs2)C2=C(CC(c3cccs3)CC2=O)N1 (stereo unspecified),-18,-0.1,9,-1.5
Cc1oc(-c2ccccc2)cc1C(N)=O,9,0.1,4,0.2
Cn1c(CCNS(=O)(=O)c2ccccc2)nnc1SCc1cccnc1,3,0.0,-3,-0.7

# Compound activity as filed in PubChem.

# The order is random. About 3.4% of those tested had a hit in this group.
